Compound activity: PubChem, several laboratories
Lung fibro prol: antiproliferative effect on LL 47 fibroblasts – human, LL 47 cells, CellTiter-Glo luminescence, primary screen; LL 47 human lung fibroblast viability, ATP luminescence; active compounds read low; viability, % at 10 µM; hit rate 1.1% among 85,000; AID 719, 2007;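 active = viability at or below 50% in the single dose screen; inactive = viability above 50%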;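 note: compound exposure lasted 72 h before the ATP readout; 100% = median luminescence of untreated cell-only wells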
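Material: human lung fibroblast line LL 47, low passage; Evaluation: viability percentage against median untreated-cell control; Buffer or medium: 15% FBS in IMEM; Incubation: 72 h compound exposure at 37 °C after overnight plating; Dosing: 0.1% DMSO in all compound wells; Measured by: CellTiter-Glo luminescence.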
ERb SRC1 inh: inhibitors of ERβ-SRC1 coactivator interaction, primary screen, biochemical, TR-FRET, ERβ LBD, SRC-1 peptide | Estrogen receptor beta (Homo sapiens), Q92731 | TR-FRET ER-beta LBD / SRC1-Cy5 peptide binding; receptor agonist-loaded with 1 µM estradiol | inhibition, % at 25.6 µM | hit rate 1.3% among 86,000 | AID 633, 2007;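 active = compounds whose percent inhibition of the receptor-coactivator binding signal exceeds about 50% in the single-dose screen, limit read from the data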;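 note: 0% = receptor plus peptide wells without compound and 100% = peptide-only wells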
Candida biofilm: clotrimazole potentiators killing Candida biofilms, primary screen, with clotrimazole, Alamar Blue | inhibition, % at 6 µM | C. albicans biofilm + clotrimazole | hit rate 0.14% among 85,000;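 active = inhibition above 20%; inactive = inhibition below 20%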;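 note: preformed 24 hr biofilms exposed to compound for 48 hr; 0% = biofilm without compound and 100% = blank killed by clotrimazole plus chlorhexidine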
ERa coact inh: ERα–SRC-1 coactivator interaction inhibitors, primary screen, biochemical, TR-FRET, ERα LBD, estradiol-bound | TR-FRET ER-alpha LBD / SRC-1 peptide | AID 629, 2007 | inhibition, % at 25.6 µM | Estrogen receptor (Homo sapiens), P03372 | hit rate 1.7% among 86,000; in the data active = inhibition above about 50%;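 note: 0% = receptor plus peptide control and 100% = peptide only without receptor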
Target sequence (P03372 whole entry, looked up, the tested form may be a part): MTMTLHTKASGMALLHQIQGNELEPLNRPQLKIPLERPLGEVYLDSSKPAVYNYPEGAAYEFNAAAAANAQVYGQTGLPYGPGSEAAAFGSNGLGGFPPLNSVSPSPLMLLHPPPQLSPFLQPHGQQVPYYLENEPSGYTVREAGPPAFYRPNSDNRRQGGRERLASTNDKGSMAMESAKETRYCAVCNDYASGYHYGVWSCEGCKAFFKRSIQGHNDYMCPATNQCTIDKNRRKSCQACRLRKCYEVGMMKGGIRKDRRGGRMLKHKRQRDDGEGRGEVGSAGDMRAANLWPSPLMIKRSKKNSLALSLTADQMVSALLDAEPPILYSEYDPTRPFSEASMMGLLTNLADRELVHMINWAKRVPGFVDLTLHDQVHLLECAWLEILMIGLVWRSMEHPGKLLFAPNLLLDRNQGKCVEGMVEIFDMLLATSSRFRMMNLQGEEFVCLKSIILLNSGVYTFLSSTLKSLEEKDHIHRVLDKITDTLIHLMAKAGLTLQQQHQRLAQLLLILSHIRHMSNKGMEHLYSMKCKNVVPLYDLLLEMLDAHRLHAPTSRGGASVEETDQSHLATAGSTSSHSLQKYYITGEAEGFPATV
Smad3 inh: Smad3/FoxH1 peptide binding inhibitors, primary screen, biochemical, TR-FRET; inhibition, % at 25 µM; hit rate 0.29% among 88,000; TR-FRET Smad3/Dy647-FoxH1 peptide binding, europium anti-His; Mothers against decapentaplegic homolog 3 (Homo sapiens), P84022;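 active = compounds that reduce the energy-transfer binding signal between the protein and its labelled peptide by more than half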;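 note: 0% = Smad3 plus labelled peptide maximal FRET and 100% = peptide-only background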
Target sequence (P84022 whole entry, looked up): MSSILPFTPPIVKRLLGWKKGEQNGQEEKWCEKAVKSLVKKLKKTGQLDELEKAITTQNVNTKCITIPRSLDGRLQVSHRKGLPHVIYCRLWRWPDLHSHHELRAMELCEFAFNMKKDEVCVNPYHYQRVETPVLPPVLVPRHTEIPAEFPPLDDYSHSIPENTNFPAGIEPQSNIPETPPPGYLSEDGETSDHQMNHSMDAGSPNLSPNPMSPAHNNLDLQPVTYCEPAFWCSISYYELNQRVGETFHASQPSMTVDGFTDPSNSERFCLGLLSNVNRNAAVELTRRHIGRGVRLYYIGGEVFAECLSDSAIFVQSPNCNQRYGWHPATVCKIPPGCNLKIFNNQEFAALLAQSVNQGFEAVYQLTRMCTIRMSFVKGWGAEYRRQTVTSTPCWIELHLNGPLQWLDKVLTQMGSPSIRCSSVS
H69AR growth 86K: proliferation blockers of H69AR lung cancer cells, primary screen, cell-based, human, 86K library | H69AR lung tumor viability, ATP luminescence, 72 h; active compounds read low | hit rate 6% among 85,000 | viability, % at 10 µM;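 active = viability at or below 40%; inactive = viability above 40%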;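 note: multidrug resistant small cell line overexpressing MRP-1 efflux transporter; 100% = mean luminescence of untreated control wells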
HUVEC prolif 384: inhibitors of HUVEC proliferation, primary screen, cell-based, 384-well; CellTiter-Glo luminescence, 72 h; active compounds read low; hit rate 1.1% among 86,000; viability, % at 10 µM (by protocol);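 active = viability at or below 30%; inactive = viability above 30%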;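 note: 100% = median luminescence of DMSO-only cell control wells on each plate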
sEH act: soluble epoxide hydrolase activators, primary screen, biochemical, human sEH | Bifunctional epoxide hydrolase 2 (Homo sapiens), P34913 | purified human sEH enzymatic activity, activator screen | activation, % at 2 µM | hit rate 0.04% among 91,000; in the data active = activation above about 37%; note: values of inactives mirror those of a sister screen read the other way
ERa coact pot: enhancers of ERα–SRC-1 coactivator binding, primary screen, biochemical, TR-FRET, ERα LBD, low estradiol. Estrogen receptor (Homo sapiens), P03372. TR-FRET ERalpha-LBD/SRC-Cy5 coactivator binding, 2 h; 100 = basal binding, no effect. coactivator binding (% of control), % at 25.6 µM. hit rate 1.3% among 86,000. AID 639, 2007; in the data active = activity above about 200%;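 note: binding measured in presence of low estradiol as agonist stimulus; 0% = peptide alone without receptor and 100% = receptor with peptide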
Active calls of the source: *; . = not tested or not shown; [ ] = remark or other dose.

Codes: A = Lung fibro prol; B = ERb SRC1 inh; C = Candida biofilm; D = ERa coact inh; E = Smad3 inh; F = H69AR growth 86K; G = HUVEC prolif 384; H = sEH act; I = ERa coact pot
(1) C=CCOc1nc2c(c(=O)n(Cc3ccc(Cl)cc3)c(=O)n2C)n1C
  A = 77	B = -12	C = 5	D = 5	E = 8	F = 73	G = 100	H = .	I = 125

(2) CCOc1ccc(C(=O)N2CCC(C(=O)c3ccc4c(c3)OCCO4)CC2)cc1
  A = 90	B = 19	C = 6	D = 41[fluorescence artefact?]	E = -1	F = 93	G = 76	H = -4	I = 71[fluorescence artefact?]

(3) CCCCCCNS(=O)(=O)c1ccc(OC)c(OC)c1
  A = 103	B = 13	C = 2	D = -1	E = -17	F = 111	G = 112	H = 2	I = 119

(4) CN1CCN(CC#CCC(O)(c2ccccc2)C2CCCC2)CC1 (stereo not drawn)
  A = 102	B = 5	C = 4	D = -4	E = 3	F = 103	G = 92	H = 0	I = 120

(5) CC(=O)c1c(N2CCN(C)CC2)[nH]c(-c2ccccc2)nc1=S
  A = 94	B = -5	C = 9	D = -8	E = 0	F = 71	G = 92	H = 4	I = 101

(6) Cc1nnc(N2CCCCC2)c2ccccc12
  A = 106	B = -8	C = 6	D = 0	E = 1	F = 107	G = 96	H = -7	I = 104

(7) CCOCCCNC(=O)C1CCN(S(=O)(=O)c2c(C)noc2/C=C\c2ccc(OC)cc2)CC1
  A = 94	B = -6	C = 3	D = -7	E = -6	F = 37*	G = 80	H = -29	I = 107

(8) O=C(NCC1CCCO1)c1ccc(CS(=O)(=O)c2c(Cl)cccc2Cl)o1 (stereo not drawn)
  A = 107	B = 5	C = 7	D = 2	E = 9	F = 89	G = 102	H = 0	I = 132

(9) COc1cc2c(cc1OC)C(c1cc3cc(OC)c(OC)cc3[nH]c1=O)N(C(=O)C1CC1)CC2 (stereo not drawn)
  A = 98	B = 1	C = 6	D = -4	E = 6	F = 99	G = 91	H = 7	I = 116

(10) COC(=O)c1ccc(NC(=O)CCN2CCCCC2)cc1
  A = 97	B = -4	C = 4	D = -5[fluorescence artefact?]	E = 9	F = 94	G = 95	H = 12	I = 125

(11) C=CCOc1cccc(C2/C(=C(/O)c3ccc(F)cc3)C(=O)C(=O)N2CCN2CCOCC2)c1 (stereo not drawn)
  A = 96	B = -2	C = 5	D = -4	E = 1	F = 89	G = 96	H = 0	I = 99

(12) COC(=O)C(C)n1cnc2c(nnn2Cc2ccc(Cl)cc2)c1=O (stereo not drawn)
  A = 100	B = -1[fluorescence artefact?]	C = 6	D = 5[fluorescence artefact?]	E = 5	F = 101	G = 99	H = -13	I = 89

(13) CC(C)(C)C(=O)[C@@H]1[C@@H]2C(=O)N(c3ccc4c(c3)OCCO4)C(=O)[C@@H]2C2c3ccccc3C=CN21 (stereo partly drawn)
  A = 95	B = 25[fluorescence artefact?]	C = 6	D = 25	E = 1	F = 45	G = 107	H = .	I = 31[fluorescence artefact?]

(14) Cc1ccc(S(=O)(=O)C2(C(=O)Nc3cccc(F)c3)CC2)cc1
  A = 97	B = 14	C = 10	D = 20	E = -13	F = 101	G = 104	H = .	I = 138

(15) COc1ccc(N2CCN(C(=O)CSc3nnc4n3C(C)(C)Cc3ccccc3-4)CC2)cc1
  A = 96	B = -1	C = 1	D = 1	E = 1	F = 89	G = 115	H = 9	I = 111

(16) Cc1cc(-n2ccnc2)n2c(nc3ccccc32)c1C#N
  A = 91	B = 6	C = 1	D = 4	E = -9	F = 89	G = 92	H = 19	I = 69[fluorescence artefact?]

(17) O=C(Nc1nccs1)c1ccc(COc2ccccc2Br)o1
  A = 90	B = 6	C = -3	D = -4	E = 5	F = 46	G = 48	H = 11	I = 110

(18) Cc1nc2nc(-c3cccnc3)[nH]n2c(=O)c1C
  A = 102	B = -11	C = 6	D = 0	E = 2	F = 81	G = 96	H = 4	I = 96

(19) CCSCCOC(=O)C1=C(C)NC2=C(C(=O)CCC2)C1c1coc2ccccc2c1=O (stereo not drawn)
  A = 86	B = 13	C = 9	D = 13	E = -16	F = 85	G = 90	H = 6	I = 67[fluorescence artefact?]

(20) Cc1cccc(OCC(=O)OC2CCN(C)CC2)c1
  A = 103	B = -6	C = 1	D = -19	E = 15	F = 102	G = 106	H = 26	I = 114

(21) Cc1cc(OCC(F)(F)C(F)(F)C(F)(F)C(F)(F)C(F)(F)C(F)F)nc(N)n1
  A = 105	B = -17	C = 0	D = -4	E = 9	F = 91	G = 114	H = -15	I = 84

(22) CCCCc1ccc(-c2ccc(Br)cc2)nc1
  A = 104	B = -13	C = 4	D = -14	E = 9	F = 82	G = 106	H = 8	I = 84

(23) CCOC(=O)C1=C(C)NC(=O)C(C(N)=O)C12CCCCC2 (stereo not drawn)
  A = 101	B = -3	C = 3	D = 10[fluorescence artefact?]	E = -3	F = 96	G = 87	H = -7	I = 116

(24) COCCn1c(C)cc(C2=NNC(=Nc3ccc(F)cc3)SC2)c1C
  A = 100	B = 5	C = 1	D = -7	E = -5	F = 88	G = 86	H = -9	I = 95[fluorescence artefact?]

(25) CCOC(=O)C1CCCN(c2cc(=O)n(-c3ccccc3Cl)c(=O)[nH]2)C1 (stereo not drawn)
  A = 95	B = -6	C = 5	D = -5	E = 5	F = 83	G = 114	H = .	I = 98

(26) CCCC(=O)NC(C)c1nc2ccccc2n1C(C)C (stereo not drawn)
  A = 94	B = -12	C = 4	D = 4	E = 9[fluorescence artefact?]	F = 94	G = 94	H = .	I = 106[fluorescence artefact?]

(27) Cc1ccsc1/C=C/c1ccc2cccc(O)c2n1
  A = 45*	B = 4	C = 2	D = -7	E = -3	F = 18*	G = 62	H = 4	I = 89[fluorescence artefact?]

(28) CCOc1ccc(NC(=O)C(C)SC(N)=O)cc1 (stereo not drawn)
  A = 99	B = -6	C = 3	D = 1	E = -11	F = 98	G = 96	H = 12	I = 109

(29) COc1ccc(S(=O)(=O)Nc2ccc(N(C)C(C)=O)cc2)cc1
  A = 102	B = -3	C = 42*	D = 0	E = -12	F = 110	G = 93	H = 8	I = 87

(30) CCSc1n[nH]c(=O)[nH]c1=O
  A = 103	B = 2	C = 2	D = 5	E = 3	F = 94	G = 95	H = .	I = 98

Complete entries, looked up by structure. Values in the order: Lung fibro prol, ERb SRC1 inh, Candida biofilm, ERa coact inh, Smad3 inh, H69AR growth 86K, HUVEC prolif 384, sEH act, ERa coact pot
Profile of Cc1cccc(OCC(=O)OC2CCN(C)CC2)c1 : 103, -6, 1, -19, 15, 102, 106, 26, 114
Profile of COc1ccc(S(=O)(=O)Nc2ccc(N(C)C(C)=O)cc2)cc1 : 102, -3, 42*, 0, -12, 110, 93, 8, 87
Profile of CCSCCOC(=O)C1=C(C)NC2=C(C(=O)CCC2)C1c1coc2ccccc2c1=O (stereo not drawn) : 86, 13, 9, 13, -16, 85, 90, 6, 67[fluorescence artefact?]
Profile of Cc1cc(-n2ccnc2)n2c(nc3ccccc32)c1C#N : 91, 6, 1, 4, -9, 89, 92, 19, 69[fluorescence artefact?]

New compounds follow
Codes: A = Lung fibro prol; B = ERb SRC1 inh; C = Candida biofilm; D = ERa coact inh; E = Smad3 inh; F = H69AR growth 86K; G = HUVEC prolif 384; H = sEH act; I = ERa coact pot
(31) Cc1ccc2nc(-c3ccc4c(c3)OCCO4)cc(C(=O)O)c2c1
  A = 100	B = -9	C = 7	D = -8	E = -2	F = 86	G = 101	H = 13	I = 127[fluorescence artefact?]

(32) CCOC(=O)c1sc2nc(SCC#N)n(CCCN3CCCC3=O)c(=O)c2c1C
  A = 83	B = -9	C = -2	D = 7	E = 6	F = 66	G = 94	H = -10	I = 98

(33) O=C(Cc1ccccc1)Nc1nc(=O)c2ccccc2s1
  A = 114	B = 25[fluorescence artefact?]	C = 3	D = -4	E = -19	F = 98	G = 115	H = -1	I = 88

(34) COC(=O)c1[nH]c2cc(OC)ccc2c1NC(=O)CN1CCOCC1
  A = 97	B = 7[fluorescence artefact?]	C = 3	D = 4	E = -5	F = 83	G = 109	H = 8	I = 86

(35) CCOC(=O)c1cc(NC(=O)N(C(C)C)C(C)C)c(C)nc1C
  A = 104	B = 3	C = 5	D = 1[fluorescence artefact?]	E = 3	F = 87	G = 103	H = 0	I = 102

(36) CCOC(=O)c1ccc(NC(=O)CN2CCc3ccccc3C2)cc1
  A = 99	B = -23	C = 4	D = -20	E = 4[fluorescence artefact?]	F = 79	G = 110	H = -5	I = 118[fluorescence artefact?]

(37) CC1CCN(c2nc3ccc(C(=O)N4CCN(Cc5ccccc5)CC4)cc3s2)CC1
  A = 96	B = -2	C = 8	D = 5	E = 1	F = 81	G = 82	H = .	I = 91[fluorescence artefact?]

(38) C=CCc1ccccc1OCC(O)Cn1ccnc1C (stereo not drawn)
  A = 97	B = 4	C = 8	D = 6	E = 8	F = 83	G = 104	H = -22	I = 102

(39) CSc1oc(-c2ccco2)nc1S(=O)(=O)c1ccc(Br)cc1
  A = 100	B = 26	C = 11	D = 20	E = 3	F = 109	G = 117	H = .	I = 79[fluorescence artefact?]

(40) CC1(C)Cc2ccccc2-c2nnc(SCC(=O)N3CCN(c4ccccc4)CC3)n21
  A = 99	B = -6	C = 9	D = -35	E = 7	F = 89	G = 82	H = -18	I = 121

(41) Cc1noc(C)c1S(=O)(=O)N1CCC(C(=O)N(C)Cc2ccccc2)CC1
  A = 100	B = -3	C = 6	D = -3	E = 5	F = 80	G = 106	H = 7	I = 102

(42) COC(=O)CN(n1cnnc1)S(=O)(=O)c1ccccc1Cl
  A = 104	B = -1	C = -3	D = 0	E = 14	F = 80	G = 95	H = 7	I = 104

(43) CCOC(=O)C1CCCN(S(=O)(=O)c2ccccc2)C1 (stereo not drawn)
  A = 101	B = 8	C = 9	D = 3	E = -5	F = 95	G = 105	H = 12	I = 100

(44) CCOC(=O)c1c(C)[nH]c(C=Nc2ccc(OC)cc2)c1O
  A = 100	B = 32	C = 10	D = 6	E = 7	F = 79	G = 96	H = -2	I = 88[fluorescence artefact?]

(45) Cc1cccc(-c2nc(CSCC(=O)N3CCN(Cc4ccc5c(c4)OCO5)CC3)c(C)o2)c1
  A = 95	B = -8	C = 7	D = -1	E = -8	F = 33*	G = 88	H = .	I = 129

(46) COCCSc1nnc(NS(=O)(=O)Cc2ccccc2)s1
  A = 104	B = -11	C = 7	D = -18	E = 0	F = 92	G = 95	H = -2	I = 97

(47) COc1ccc(/C=C2\C(=O)N(c3nc(-c4ccc(Br)cc4)cs3)N=C2c2ccccc2)cc1
  A = 97	B = 0	C = 7	D = -3	E = 0	F = 91	G = 105	H = 1	I = 117

A portion of the library; rates above refer to the full screens.
